mHTT CaM bind = mHTT-calmodulin interaction abrogation; P42858; AlphaScreen His-mHTT/GST-CaM binding, luminescence; inhibition, % at 15 µM; 190,000 compounds, 3.6% hits; AID 1671202;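 further: 0% = both proteins with DMSO and 100% = one protein alone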
Target sequence (P42858 whole entry, looked up, stated change not applied): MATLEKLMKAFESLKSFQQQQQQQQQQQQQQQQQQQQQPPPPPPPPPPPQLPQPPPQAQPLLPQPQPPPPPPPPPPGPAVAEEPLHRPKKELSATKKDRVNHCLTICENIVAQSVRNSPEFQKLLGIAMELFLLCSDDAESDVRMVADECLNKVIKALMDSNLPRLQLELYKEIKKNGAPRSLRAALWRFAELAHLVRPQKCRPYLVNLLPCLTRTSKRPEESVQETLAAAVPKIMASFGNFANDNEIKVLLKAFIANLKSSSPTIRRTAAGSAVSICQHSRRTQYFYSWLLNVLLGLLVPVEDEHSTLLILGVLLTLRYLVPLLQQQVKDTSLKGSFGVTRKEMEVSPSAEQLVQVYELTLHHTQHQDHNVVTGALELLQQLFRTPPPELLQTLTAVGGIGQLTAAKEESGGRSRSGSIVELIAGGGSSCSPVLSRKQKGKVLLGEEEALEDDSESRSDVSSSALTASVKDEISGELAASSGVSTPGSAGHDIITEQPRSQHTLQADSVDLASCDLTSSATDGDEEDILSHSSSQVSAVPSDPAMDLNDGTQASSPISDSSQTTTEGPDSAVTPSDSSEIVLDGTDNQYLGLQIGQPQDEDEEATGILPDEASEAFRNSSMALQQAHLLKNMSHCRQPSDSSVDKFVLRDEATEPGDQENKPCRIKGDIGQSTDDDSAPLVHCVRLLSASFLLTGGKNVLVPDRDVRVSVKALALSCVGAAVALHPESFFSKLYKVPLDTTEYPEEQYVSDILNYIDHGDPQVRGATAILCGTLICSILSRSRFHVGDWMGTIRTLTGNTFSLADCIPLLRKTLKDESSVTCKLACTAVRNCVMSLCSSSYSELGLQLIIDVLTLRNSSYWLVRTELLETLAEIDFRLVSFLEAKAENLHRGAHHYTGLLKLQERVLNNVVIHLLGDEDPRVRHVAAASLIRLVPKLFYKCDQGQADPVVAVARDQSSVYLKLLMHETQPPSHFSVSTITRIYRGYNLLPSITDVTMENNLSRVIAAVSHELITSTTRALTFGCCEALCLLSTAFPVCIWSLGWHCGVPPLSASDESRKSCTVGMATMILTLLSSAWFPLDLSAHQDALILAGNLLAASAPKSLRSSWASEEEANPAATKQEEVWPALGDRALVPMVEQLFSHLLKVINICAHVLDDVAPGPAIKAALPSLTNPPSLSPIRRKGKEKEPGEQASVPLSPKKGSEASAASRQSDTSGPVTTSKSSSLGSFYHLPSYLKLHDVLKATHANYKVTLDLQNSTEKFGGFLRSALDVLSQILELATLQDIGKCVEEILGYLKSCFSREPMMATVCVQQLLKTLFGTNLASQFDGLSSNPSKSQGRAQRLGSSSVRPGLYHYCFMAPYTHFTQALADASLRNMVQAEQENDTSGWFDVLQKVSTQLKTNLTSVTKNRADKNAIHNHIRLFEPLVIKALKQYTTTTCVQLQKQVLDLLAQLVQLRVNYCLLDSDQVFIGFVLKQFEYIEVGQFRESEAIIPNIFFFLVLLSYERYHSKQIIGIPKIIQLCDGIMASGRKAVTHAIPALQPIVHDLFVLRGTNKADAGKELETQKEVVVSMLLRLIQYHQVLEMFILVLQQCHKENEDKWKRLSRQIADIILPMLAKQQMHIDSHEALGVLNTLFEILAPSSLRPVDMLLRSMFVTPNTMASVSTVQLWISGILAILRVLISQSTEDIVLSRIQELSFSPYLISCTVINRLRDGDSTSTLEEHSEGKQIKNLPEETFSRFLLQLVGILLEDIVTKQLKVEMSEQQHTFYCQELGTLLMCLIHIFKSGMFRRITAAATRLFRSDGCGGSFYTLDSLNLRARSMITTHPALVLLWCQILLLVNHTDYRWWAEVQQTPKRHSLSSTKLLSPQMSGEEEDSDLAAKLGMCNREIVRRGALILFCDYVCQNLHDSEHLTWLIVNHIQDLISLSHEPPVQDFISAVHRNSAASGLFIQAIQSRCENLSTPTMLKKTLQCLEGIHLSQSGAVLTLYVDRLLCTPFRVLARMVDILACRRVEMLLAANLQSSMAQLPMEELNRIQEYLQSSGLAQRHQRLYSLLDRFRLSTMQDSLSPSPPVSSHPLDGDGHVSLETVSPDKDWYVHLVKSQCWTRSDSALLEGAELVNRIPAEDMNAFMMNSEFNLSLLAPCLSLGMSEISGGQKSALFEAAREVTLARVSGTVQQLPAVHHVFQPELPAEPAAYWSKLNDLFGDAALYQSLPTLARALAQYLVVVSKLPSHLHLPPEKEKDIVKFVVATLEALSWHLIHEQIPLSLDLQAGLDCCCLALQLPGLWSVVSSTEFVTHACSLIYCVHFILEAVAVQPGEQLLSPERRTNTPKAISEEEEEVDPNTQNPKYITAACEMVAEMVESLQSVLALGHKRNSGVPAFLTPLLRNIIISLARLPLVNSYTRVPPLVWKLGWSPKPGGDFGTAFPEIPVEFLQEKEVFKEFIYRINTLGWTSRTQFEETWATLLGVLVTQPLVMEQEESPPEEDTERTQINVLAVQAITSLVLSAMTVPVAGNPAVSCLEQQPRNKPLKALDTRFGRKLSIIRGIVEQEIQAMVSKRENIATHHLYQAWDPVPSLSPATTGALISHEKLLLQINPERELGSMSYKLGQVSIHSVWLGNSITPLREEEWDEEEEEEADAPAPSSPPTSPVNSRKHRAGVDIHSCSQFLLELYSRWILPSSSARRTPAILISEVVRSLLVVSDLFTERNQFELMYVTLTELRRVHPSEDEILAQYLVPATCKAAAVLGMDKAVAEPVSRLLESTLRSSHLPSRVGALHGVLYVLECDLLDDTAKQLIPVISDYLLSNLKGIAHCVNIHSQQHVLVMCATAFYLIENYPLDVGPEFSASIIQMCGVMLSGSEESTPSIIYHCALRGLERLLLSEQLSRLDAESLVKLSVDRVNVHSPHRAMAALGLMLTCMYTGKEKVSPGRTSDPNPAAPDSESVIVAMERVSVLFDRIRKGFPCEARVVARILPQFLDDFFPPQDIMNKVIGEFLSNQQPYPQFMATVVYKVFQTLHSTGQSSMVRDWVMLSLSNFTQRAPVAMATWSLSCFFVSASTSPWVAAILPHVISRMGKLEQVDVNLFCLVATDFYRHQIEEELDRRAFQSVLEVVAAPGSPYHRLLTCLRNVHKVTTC
Pf apPOL inh = Pf-apPOL DNA polymerase inhibition. inhibition, % at 10 µM. Recombinant Pf-apPOL, molecular beacon fluorescence, 1.5 h. 210,000 compounds, 0.25% hits
* = called active by the depositor; & = joins results of further samples. No stated cut-off is given here; in the data, active means inhibition above about 50%; inactive means the rest.

What do the screens show for `Cc1cc2c(cc1C)N[C@]1(C[C@H]3CCCC(=O)N4CC[C@@H](C1)[C@@H]34)C(=NCc1ccccc1)N2`?
mHTT CaM bind: 34; Pf apPOL inh: 2

How did Cc1ccc(C)c(Cn2c(=O)n(CCC(=O)NCc3ccccc3)c(=O)c3sccc32)c1 do in these assays?
mHTT CaM bind: -6; Pf apPOL inh: 5

What do the screens show for `COc1ccc(OCC(N)=NC(=S)Nc2cccc(C(F)(F)F)c2)cc1`?
Pf apPOL inh: -8

Results for CC(C)CNC(=O)NCCC1CCN(S(=O)(=O)c2ccc(F)cc2)CC1 ?
mHTT CaM bind: 30; Pf apPOL inh: -2

How did COc1ccc(N2CC(c3nnc(NC(=O)Cc4ccc(F)cc4)o3)CC2=O)cc1 (stereo not given) do in these assays?
mHTT CaM bind: 73*; Pf apPOL inh: -1

How did COc1ncc(C(=O)NCc2cc(F)cc(F)c2)cn1 do in these assays?
mHTT CaM bind: -4; Pf apPOL inh: 0

Results for Cc1ccnc(NC(c2ccccn2)c2ccc3cccnc3c2O)c1 (stereo not given) ?
mHTT CaM bind: 100*; Pf apPOL inh: -4

What do the screens show for `O=[N+]([O-])c1cccc(S(=O)(=O)NC2C3CC4CC(C3)CC2C4)c1` (stereo not given)?
mHTT CaM bind: 18; Pf apPOL inh: 2

Results for CN1CCN(C(=O)C2CCCN(S(=O)(=O)c3ccc([N+](=O)[O-])cc3)C2)CC1 (stereo not given) ?
mHTT CaM bind: -6; Pf apPOL inh: -1

Results for CC(C)(C)C(=O)N1CCN(C(C(=O)N2CCCCC2)C2CCCC2)CC1 (stereo not given) ?
mHTT CaM bind: 3; Pf apPOL inh: -2

Results for CNC(=O)C1CCN(c2nccc3sccc23)CC1 ?
mHTT CaM bind: -1; Pf apPOL inh: -3

How did Cc1cc(=O)[nH]c(SCc2ccc(Cl)cc2)n1 do in these assays?
mHTT CaM bind: -7; Pf apPOL inh: -4

Results for c1ccc(-n2ncc3c(NCc4ccc5c(c4)OCO5)nnnc32)cc1 ?
mHTT CaM bind: -3; Pf apPOL inh: -13

Results for Cc1nc(NC(=O)C2C3CCC(C3)C2C(=O)O)sc1-c1ccccc1 (stereo not given) ?
mHTT CaM bind: -1; Pf apPOL inh: -8

How did Cc1ccc(NC(=O)c2cc3ccccc3oc2=O)c(Br)c1 do in these assays?
mHTT CaM bind: 5; Pf apPOL inh: -3

What do the screens show for `O=c1[nH]nc2n1-c1ccccc1NN2`?
Pf apPOL inh: 5

What do the screens show for `CC1CCN(C(=O)C(C(C)C)N2C(=O)c3ccccc3C2=O)CC1` (stereo not given)?
mHTT CaM bind: -3; Pf apPOL inh: -15

What do the screens show for `CCCn1c2ccccc2c2nnc(SCN3C(=O)c4ccccc4C3=O)nc21`?
mHTT CaM bind: 3; Pf apPOL inh: -4

Results for Cc1cc(NO)nc(-c2ccc(Br)cc2)n1 ?
mHTT CaM bind: 0; Pf apPOL inh: -5

What do the screens show for `CC(C)CC1(C(=O)O)NC(c2ccccc2O)C2C(=O)N(Cc3ccccc3)C(=O)C21` (stereo not given)?
mHTT CaM bind: 2&1; Pf apPOL inh: 14&-11

Compounds listed so far that contain a COOH group:
Results for Cc1nc(NC(=O)C2C3CCC(C3)C2C(=O)O)sc1-c1ccccc1 (stereo not given) ?
mHTT CaM bind: -1; Pf apPOL inh: -8

What do the screens show for `CC(C)CC1(C(=O)O)NC(c2ccccc2O)C2C(=O)N(Cc3ccccc3)C(=O)C21` (stereo not given)?
mHTT CaM bind: 2&1; Pf apPOL inh: 14&-11

Continuation:
Results for CCOC(=O)c1oc2cc(OC(=O)c3ccco3)ccc2c(=O)c1-c1ccc2c(c1)OCCO2 ?
mHTT CaM bind: 12; Pf apPOL inh: 1

Results for Cc1ccn2c([N+](=O)[O-])cnc2c1 ?
Pf apPOL inh: 7

What do the screens show for `Cn1cncc1CC1COC(=O)C1C(O)c1ccccc1` (stereo not given)?
Pf apPOL inh: 4

Results for C=CCNC(=O)c1cccc(Br)c1 ?
mHTT CaM bind: -6; Pf apPOL inh: -1

Results for Cc1cccc(CN2CCCn3nc(C(=O)NCCCc4ccccc4)cc3C2=O)c1 ?
mHTT CaM bind: 10; Pf apPOL inh: 7

How did CCOc1ccc(/C=C/c2[nH]c(=O)[nH]c(=O)c2[N+](=O)[O-])cc1 do in these assays?
mHTT CaM bind: 4; Pf apPOL inh: 12

Results for CCCc1cc2c(=O)c(-c3ccc4c(c3)OCCO4)c(C(F)(F)F)oc2cc1OC(C)C(=O)OC (stereo not given) ?
mHTT CaM bind: -1; Pf apPOL inh: -2

How did O=C(Nc1ccc2c3c1C1C=CCC1CN3CC1CC=CC21)c1ccccc1 (stereo not given) do in these assays?
mHTT CaM bind: 46; Pf apPOL inh: -4

How did O=C(NNC(=O)C(F)(F)F)C(F)(F)F do in these assays?
Pf apPOL inh: -2

Results for Cc1noc(C)c1-c1nc(CN2C(=O)c3ccccc3S2(=O)=O)no1 ?
Pf apPOL inh: -8

How did CN1CCc2ccccc2C1Cc1ccccc1NS(=O)(=O)c1cc(Cl)c(Cl)cc1Cl (stereo not given) do in these assays?
Pf apPOL inh: -1&-4

What do the screens show for `O=C(CSc1nnc(-c2ccccc2)c(-c2ccccc2)n1)N1CCc2ccccc21`?
Pf apPOL inh: -5

What do the screens show for `Cc1ccc(/C=N\n2nnnc2N)s1`?
mHTT CaM bind: inactive

Results for Cc1ccc(C2C=C(c3ccc(F)cc3)Nc3ncnn32)cc1 (stereo not given) ?
mHTT CaM bind: 8; Pf apPOL inh: -6

Results for O=C(NCc1ccccc1Cl)C1CCCN(c2nc3ccccc3o2)C1 (stereo not given) ?
mHTT CaM bind: -8; Pf apPOL inh: -13

What do the screens show for `CCOc1cc(CN2CCCCC2CC)ccc1OC` (stereo not given)?
mHTT CaM bind: -8; Pf apPOL inh: 4

How did Cc1ccc(C)c(N=Cc2cccc([N+](=O)[O-])c2)c1 do in these assays?
mHTT CaM bind: 1; Pf apPOL inh: 6

What do the screens show for `Cc1nc(-c2ccccc2)sc1C(=O)N1CCCc2ccccc21`?
Pf apPOL inh: -12

How did O=C(NCC1CC1)C1CCN(c2ncnc3c2oc2ccccc23)CC1 do in these assays?
mHTT CaM bind: -4; Pf apPOL inh: -6

What do the screens show for `Cc1cc(F)ccc1NS(=O)(=O)c1ccc2c(c1)OCCO2`?
Pf apPOL inh: -3

Among those listed so far, 2 contain a furan ring, fused or not.
Results for CCOC(=O)c1oc2cc(OC(=O)c3ccco3)ccc2c(=O)c1-c1ccc2c(c1)OCCO2 ?
mHTT CaM bind: 12; Pf apPOL inh: 1

How did O=C(NCC1CC1)C1CCN(c2ncnc3c2oc2ccccc23)CC1 do in these assays?
mHTT CaM bind: -4; Pf apPOL inh: -6

Other results.
What do the screens show for `Cc1ccc(C(=O)N2CCN(c3ccccc3)CC2)c(Cl)c1`?
mHTT CaM bind: 2; Pf apPOL inh: 4

What do the screens show for `NC(=NS(=O)(=O)c1ccc(F)cc1F)c1ccccc1`?
mHTT CaM bind: -3; Pf apPOL inh: -2

What do the screens show for `COc1ccc(CCNC(=O)C(=O)Nc2ccccc2OC)cc1`?
mHTT CaM bind: -5; Pf apPOL inh: 9

How did Cc1csc(-c2cn(CC(=O)Nc3cccc(F)c3)cn2)n1 do in these assays?
mHTT CaM bind: -2; Pf apPOL inh: -2

Results for COc1ccccc1CC(=O)Nc1ccc(F)cc1F ?
mHTT CaM bind: -1; Pf apPOL inh: -2

How did COCC(=O)Nc1cc(OC)ccc1OC do in these assays?
mHTT CaM bind: 3; Pf apPOL inh: -9

Results for CC1CCN(C(=O)C2c3ccccc3CCN2CC(=O)Nc2cc(F)ccc2Cl)CC1 (stereo not given) ?
mHTT CaM bind: 4; Pf apPOL inh: 10

What do the screens show for `O=C(Nc1ccccc1C(F)(F)F)Nc1nnc2ccccn12`?
mHTT CaM bind: 5; Pf apPOL inh: -1

What do the screens show for `Cc1ccc(C(=O)Nc2ccc(Cn3cncn3)cc2)cc1C`?
mHTT CaM bind: 10; Pf apPOL inh: 1

Results for O=C(Nc1ccccc1Cl)N1CCC(N2CCN(Cc3ccc(F)cc3)C2=O)CC1 ?
mHTT CaM bind: 29; Pf apPOL inh: 2

Results for O=C1C(=Cc2cc3ccccc3o2)Oc2c1ccc(O)c2CN1CCCC1 ?
mHTT CaM bind: 49; Pf apPOL inh: -19

What do the screens show for `O=S(=O)(c1ccc(Cl)cc1)N1CCN(c2ccccc2F)CC1`?
mHTT CaM bind: -8; Pf apPOL inh: -6

How did O=C1C2CC=C(Cl)CC2C(=O)N1CCN1CCCCC1 (stereo not given) do in these assays?
mHTT CaM bind: -6

Results for CC(O)(CNC(=O)C1CC=CCC1)C1CC1 (stereo not given) ?
mHTT CaM bind: -3; Pf apPOL inh: 1

How did Cc1ccoc1C(=O)NCc1ccccc1 do in these assays?
mHTT CaM bind: -6; Pf apPOL inh: 2

What do the screens show for `Cc1ccccc1NC(=O)c1cc2c(s1)CN(C1CCCC1)C2`?
mHTT CaM bind: 1; Pf apPOL inh: -3

Results for O=C(Nc1ccc(NC(=O)c2ccccc2[N+](=O)[O-])cc1)c1ccccc1O ?
Pf apPOL inh: -9

Results for COc1ccccc1C(=O)Nc1c2c(nn1C(C)(C)C)CSC2 ?
mHTT CaM bind: 27; Pf apPOL inh: 0

Results for CC(Oc1cccc(Cl)c1)c1nc(-c2ccc3ncn(C)c3c2)no1 (stereo not given) ?
mHTT CaM bind: -10; Pf apPOL inh: -2

Results for Brc1ccc(-c2nn3c(-c4ccccn4)nnc3s2)o1 ?
mHTT CaM bind: 85*

Results for COc1ccccc1N1C(=O)C2C(c3ccc(F)cc3)NC(CC(C)C)(C(=O)O)C2C1=O (stereo not given) ?
mHTT CaM bind: -1; Pf apPOL inh: -3

What do the screens show for `Cc1ccc(S(=O)(=O)N2CCCOC2CNC(=O)C(=O)NCc2cccs2)cc1` (stereo not given)?
mHTT CaM bind: -7; Pf apPOL inh: 4

What do the screens show for `CN(C)CCSc1nnc2c(n1)[nH]c1ccccc12`?
mHTT CaM bind: 0; Pf apPOL inh: 5

How did COc1ccc(-c2noc(C3CCN(CC(=O)NCc4ccccc4)CC3)n2)cc1 do in these assays?
mHTT CaM bind: 3; Pf apPOL inh: -2

What do the screens show for `Cn1c(CC2CCN(C(=O)COc3cccc(Cl)c3)C2)nc2cccnc21` (stereo not given)?
mHTT CaM bind: 7; Pf apPOL inh: -4

Results for OCCN(CCO)CC1CC2C=CC1C2 (stereo not given) ?
mHTT CaM bind: 3; Pf apPOL inh: 2

How did O=C(NC(c1ccccc1)c1ccccc1)c1cnc2n(c1=O)CCS2 do in these assays?
mHTT CaM bind: 24; Pf apPOL inh: -2

Results for NS(=O)(=O)c1ccccc1Oc1ccc(Cl)cc1Cl ?
Pf apPOL inh: 2

Results for Cc1nnc2n(-c3ccccc3)c(=O)c3c4c(sc3n12)COC(C)(C)C4 ?
mHTT CaM bind: -3; Pf apPOL inh: -5

What do the screens show for `Cc1nc(N2CCOCC2)nc(Nc2ccc(F)cc2F)c1[N+](=O)[O-]`?
mHTT CaM bind: -1&-2; Pf apPOL inh: 1&-1

What do the screens show for `CCOc1ccccc1NC(=O)Cn1c(CC)nc2c(c1=O)CN(Cc1ccccc1)CC2`?
mHTT CaM bind: 9; Pf apPOL inh: 4

Results for COc1ccc(-c2nnc3ccc(SCC(=O)Nc4cc(C)on4)nn23)cc1OC ?
mHTT CaM bind: 8; Pf apPOL inh: 0

What do the screens show for `COc1ccc(N2C(=O)c3ccc(Oc4ccc(N)cc4)cc3C2=O)cc1OC`?
mHTT CaM bind: 5; Pf apPOL inh: 2

Results for Oc1cc(O)c2c(c1)O[C@H](c1ccc(O)c(O)c1)[C@@H](O)C2 ?
Pf apPOL inh: 17

What do the screens show for `O=C(NC(=O)c1cn2cc(C(F)(F)F)cc(Cl)c2n1)Nc1c(F)cccc1F`?
Pf apPOL inh: -2

How did COc1cccc(C(=O)NCC2(O)CCCC2)c1OC do in these assays?
mHTT CaM bind: 0; Pf apPOL inh: -8

Results for CCc1ccc(CNC(=O)c2cc3n(n2)CCCN(Cc2ccc(Cl)cc2)C3=O)cc1 ?
mHTT CaM bind: 1; Pf apPOL inh: 1

Results for Cc1cc(C)c(C#N)c(SCC(=O)Nc2nccs2)n1 ?
mHTT CaM bind: -7&0; Pf apPOL inh: 0&-6

Results for O=C(Cc1ccsc1)N1CCCn2nc(-c3ccc(Cl)cc3)cc2C1 ?
mHTT CaM bind: 45; Pf apPOL inh: 0

How did COc1ccc(C(=O)NCCc2nc3ccccc3n2CC(C)C)cc1OC do in these assays?
mHTT CaM bind: 16; Pf apPOL inh: 4

Quoted at random: four entries already listed, in no set order.
What do the screens show for `O=C(NC(=O)c1cn2cc(C(F)(F)F)cc(Cl)c2n1)Nc1c(F)cccc1F`?
Pf apPOL inh: -2

Results for COc1ccccc1N1C(=O)C2C(c3ccc(F)cc3)NC(CC(C)C)(C(=O)O)C2C1=O (stereo not given) ?
mHTT CaM bind: -1; Pf apPOL inh: -3

How did COc1ccc(C(=O)NCCc2nc3ccccc3n2CC(C)C)cc1OC do in these assays?
mHTT CaM bind: 16; Pf apPOL inh: 4

What do the screens show for `CN(C)CCSc1nnc2c(n1)[nH]c1ccccc12`?
mHTT CaM bind: 0; Pf apPOL inh: 5

Screening data (PubChem BioAssay)

This is a subset (hit frequency here may not be typical).
